# pAkt inh: blocks phosphorylation of Akt. 360,000 tested, 0.32% active. activity change, % for hits at 50 µM. Neuro2A IGF-stimulated pAkt S473 HTRF, 20 min; active compounds read low; in the data active = activity change below about -80%; inconclusive = mostly about -51% to -80%; note: % is set by controls: 0 for no effect and ±100 for the full control effect
#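 Single-point screen (50 µM final compound) in Neuro2A cells stimulated 20 min with 6 nM IGF at 37 deg C. After lysis, Ser473-phosphorylated Akt read by HTRF (ex 330 nm, em 615/665 nm) as the 665/615 ratio.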
# Mm-Cpn inhibitor: M. maripaludis TRiC chaperonin inhibition; purified Mm-Cpn ATPase, ADP Transcreener TR-FRET; AID 504842; Potency, µM (titrated, usually from 76.9 µM), for inactives: top-dose activity, negative = inhibition, hits mostly inhibitors; 330,000 tested, 0.031% active; note: potency is the fitted concentration of half-maximal effect; % is set by controls: 0 for no effect and ±100 for the full control effect; nearly all actives have a fitted effect of over 80% in size
#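 ATPase read-out: TR-FRET ADP immunoassay (anti-ADP Eu cryptate vs ADP-d2), ex 320 nm, em 590/665 nm; signal drops as ADP forms. Enzyme 25 nM, ATP 10 uM, 30 min at 37°C after 10 min compound preincubation.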
# HEK293 tox: cytotoxicity counter-screen for GLP-1 receptor inverse agonists; HEK293 cAMP-luciferase reporter cells, luminescence, 24 h; Potency, µM (doses to about 38.3 µM), for inactives: at the top dose activity change, negative = inhibition, usual class: inhibitors; 410,000 tested, 0.13% active; AID 624418;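 note: loss of luciferase light is scored as toxicity; potency is the fitted concentration of half-maximal effect; % is set by controls: 0 for no effect and ±100 for the full control effect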
#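 Cells in DMEM/10% Nu serum/1% pen-strep, 1536-well format. Pre-incubated 12 h, dosed with 23 nL compound, incubated a further 24 h. Luciferase detection, 12 min at room temp, luminescence.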
# TDP43 rescue: TDP-43 toxicity inhibition in yeast; Potency, µM (highest dose often 46.1 µM), inactives show at the highest dose growth rescue (activation), actives largely listed as activators; 410,000 tested, 1.8% active; TDP-43 expressing yeast growth rescue, BacTiter-Glo, 24 h; note: potency is the fitted concentration of half-maximal effect; % of control where 0% means no effect; nearly all actives have a fitted effect of over 50% in size
#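 Galactose-induced TDP-43 yeast, OD600=0.02, compound pinned; 24 hr, 30 deg C; BacTiter-Glo luminescence for growth. Inhibitors of TDP-43 toxicity read as activators.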
# GLP1R inv ag: acts as inverse agonist at human GLP-1 receptor. HEK293 GLP-1R CRE-luciferase, luminescence, 24 h; GLP-1R form is constitutively active. Potency, µM (series often up to 38.3 µM), inactives show top-dose activity change, negative = inhibition, usual class: inhibitors. 410,000 tested, 1.6% active. AID 624417; note: potency is the fitted concentration of half-maximal effect; % is set by controls: 0 for no effect and ±100 for the full control effect; nearly all actives have a fitted effect of over 55% in size
# Target sequence (P43220 whole entry, looked up): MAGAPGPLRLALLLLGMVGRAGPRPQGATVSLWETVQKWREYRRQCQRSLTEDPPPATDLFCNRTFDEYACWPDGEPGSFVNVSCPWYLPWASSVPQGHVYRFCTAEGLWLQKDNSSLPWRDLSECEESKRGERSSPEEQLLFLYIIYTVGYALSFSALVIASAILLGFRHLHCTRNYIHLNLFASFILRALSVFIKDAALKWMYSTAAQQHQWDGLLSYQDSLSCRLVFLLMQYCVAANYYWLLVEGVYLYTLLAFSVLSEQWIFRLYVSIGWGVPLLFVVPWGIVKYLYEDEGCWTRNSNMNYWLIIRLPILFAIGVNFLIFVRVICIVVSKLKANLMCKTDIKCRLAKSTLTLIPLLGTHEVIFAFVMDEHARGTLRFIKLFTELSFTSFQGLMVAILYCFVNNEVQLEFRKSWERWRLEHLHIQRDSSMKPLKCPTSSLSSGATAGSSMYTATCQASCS
#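 Readout was luciferase luminescence, measured 12 min after detection reagent at room temperature. Beforehand, GLP-1R reporter HEK293 cells had sat 12 h, then received compounds for 24 hr at 37 deg C.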
# FUS yeast rescue: FUS proteinopathy suppression in yeast. 390,000 tested, 0.24% active. Potency, µM (doses to about 76.6 µM), inactives show at the top dose growth rescue (activation), hits mostly activators. S. cerevisiae FUS-expressing, growth rescue, OD600, 24 h;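 note: potency is the fitted concentration of half-maximal effect; plate controls were DMSO vehicle for no effect and reference control for full effect; nearly all actives have a fitted effect of over 55% in size; some results filed as inactive show a strong effect at the top dose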
#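 Yeast expressing FUS under galactose induction, OD 0.005 in 2% galactose medium; compounds in a dilution series, 24 h at 30C. Growth rescue by absorbance at 600 nm; CP55940 positive control, DMSO negative.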
# aSyn yeast inh: inhibitors of alpha-synuclein toxicity in yeast; Yeast expressing alpha-synuclein, growth rescue, BacTiter-Glo, 24 h; Potency, µM (highest dose often 46.1 µM), without a hit: top-dose growth rescue (activation), most hits filed as activators; 370,000 tested, 0.14% active; note: potency is the fitted concentration of half-maximal effect; % of control where 0% means no effect; nearly all actives have a fitted effect of over 65% in size
#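 Screening used galactose-induced yeast with toxic alpha-synuclein levels, exposed to compound for 24 hr at 30 deg C. Cell growth, read with BacTiter-Glo luminescence, gave the measured signal.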
# Abeta yeast res: A-beta toxicity reversal in yeast; yeast expressing A-beta42, growth rescue, OD600, 48 h; response scale: 0% DMSO, 100% iron-clioquinol control; Potency, µM (titrated, usually from 46.1 µM), without a hit: at the highest dose growth rescue, hits mostly activators; 410,000 tested, 0.063% active; AID 1347071; note: potency is the fitted concentration of half-maximal effect; nearly all actives have a fitted effect of over 55% in size
#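 Yeast A-beta toxicity model in growth medium with pinned compounds, 48 h at 30 C; growth read as absorbance at 600 nm. Normalized to FeCl3/clioquinol equimolar mix (positive) and DMSO (negative).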
# PTHR1 ag: activates the human parathyroid hormone receptor PTHR1; Q03431; HEK293 GP2 PTHR1 cells, GloSensor cAMP luminescence, 1 h; Potency, µM (doses to about 115 µM), for the others: at the top dose activation, actives largely listed as activators; 410,000 tested, 0.075% active; note: potency is the fitted concentration of half-maximal effect; nearly all actives have a fitted effect of over 55% in size; some results filed as inactive show a strong effect at the top dose; inactives centre near -15; many of its hits are not listed in these tables
# Target sequence (Q03431 whole entry, looked up): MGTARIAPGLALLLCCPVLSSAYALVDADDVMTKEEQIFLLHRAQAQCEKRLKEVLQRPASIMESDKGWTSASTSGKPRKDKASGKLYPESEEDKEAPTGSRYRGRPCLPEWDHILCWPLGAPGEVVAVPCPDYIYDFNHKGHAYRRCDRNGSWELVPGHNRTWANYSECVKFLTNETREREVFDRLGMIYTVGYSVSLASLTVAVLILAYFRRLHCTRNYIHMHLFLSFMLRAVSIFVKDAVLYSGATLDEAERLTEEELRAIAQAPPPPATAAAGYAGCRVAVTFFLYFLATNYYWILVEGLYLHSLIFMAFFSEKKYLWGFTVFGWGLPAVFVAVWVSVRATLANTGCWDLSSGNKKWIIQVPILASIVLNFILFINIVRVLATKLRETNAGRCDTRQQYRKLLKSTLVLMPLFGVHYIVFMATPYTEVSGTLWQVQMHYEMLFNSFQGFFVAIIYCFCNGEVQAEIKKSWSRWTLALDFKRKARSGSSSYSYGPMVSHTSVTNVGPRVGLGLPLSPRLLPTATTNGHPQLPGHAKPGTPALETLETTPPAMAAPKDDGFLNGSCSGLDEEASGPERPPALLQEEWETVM
#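 HEK-293-derived GP2 cells expressing PTHR1 and a GloSensor cAMP reporter, 3,000/well, plated overnight, given luciferin plus IBMX (each 0.5 mM as added) for 1 h at 37 °C, then compound for 1 h at 37 °C. Luminescence was read after 15 min at room temperature.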
# * = called active by the depositor; i = inactive; ? = inconclusive; nt = no result given; [ ] = dose if it differs, or a comment. Unless noted, calls come from the whole dose curve; as a rule, active = well fitted curve in the direction sought with a large enough effect; inconclusive = small, poorly fitted or top-dose-only effect, or another doubt; inactive = no such curve, though single readings can be large; an effect the other way counts as inactive or inconclusive. This is a subset; count on the stated rates, not on these rows.
# Order of results: pAkt inh	Mm-Cpn inhibitor	HEK293 tox	TDP43 rescue	GLP1R inv ag	FUS yeast rescue	aSyn yeast inh	Abeta yeast res	PTHR1 ag
COc1cc(/C=N/NC(=O)CCC(=O)Nc2ccc(F)cc2)ccc1O
→ i	-1%	3%	3%	12%	14%	-4%	-11%	-23%
CCN(CC)C(=O)COc1c(-c2ccco2)oc2ccccc2c1=O
→ i	1%	-1%	?	2%	12%	0%	-9%	-1%
O=c1c(Cl)c(Cl)cnn1Cc1nnc(-c2ccc(Cl)cc2)o1
→ i	?	?	21%[9.22 µM]	-93%	16%	9%	-63%[inhibitor]	-29%
Cc1cc(OCCCn2cnc3ccccc3c2=O)ccc1[N+](=O)[O-]
→ i	-25%	13%	-10%	7%	9%	-1%	-8%	i
O=C(CCCSc1nnnn1-c1cccc2ccccc12)c1ccc(F)cc1
→ i	-26%	-5%	-2%	10µM*	5%	7%	-15%	-17%
Cc1nn(-c2ccc(Cl)cc2)c2sc(C(=O)c3c(N)n(C)c(=O)n(C)c3=O)cc12
→ i	-2%	-5%	3%	6%	12%	2%	4%	-16%[57.5 µM]
Cc1ccc(C(=O)N/C(=C/c2ccco2)C(=O)N2CCCCCC2)cc1
→ i	0%	-20%	-13%	-29%	34%	5%	12%	i
COc1ccc(NC(=O)Cn2c(=O)n(-c3ccc(OC)c(OC)c3)c(=O)c3ccccc32)cc1
→ nt	nt	-9%	24%	21%	-10%	nt	-5%	-25%
Cn1c(=O)[nH]c(=O)c2c1nc(NN)n2CCOc1ccccc1
→ i	2%	7%	-3%	-21%	28%	-4%	-15%	i
Cc1cc(C)c(OCC(=O)Nc2ccccn2)c([N+](=O)[O-])c1
→ i	2%	8%	0%	13%	-13%	0%	-6%	i
CCN1CCN(CCCNC(=O)CCC(=O)N2CCOc3ccc(Cl)cc32)CC1
→ i	-1%	3%	14%	-1%	-7%	0%	0%	-19%
O=C(Nc1cc(S(=O)(=O)Nc2ccc(Cl)cc2)ccc1O)c1ccc(S(=O)(=O)N2CCCCCC2)cc1
→ i	5%	-8%	-24%	?	13%	1%	-17%	-28%
O=C(O)c1cc(S(=O)(=O)Nc2ccc3cn[nH]c3c2)ccc1Br
→ i	2%	0%	-15%	-11%	8%	-3%	3%	i
COc1cccc2c1C(=O)CC1C2CCC2CC(=O)CCC21C (configuration not stated)
→ i	nt	-6%	-27%	6%	9%	-1%	-14%	-4%
COc1cccc(OC)c1OCC(C)CNCC1CCCO1 (configuration not stated)
→ i	3%	?	-28%	-27%	1%	0%	-2%	?
COc1cccc(Oc2nc(C)nc3c2oc2ccccc23)c1
→ nt	nt	-2%	25%	0%	16%	nt	1%	-47%
CCCCc1cc(=O)oc2c3c(cc(OCC(=O)N4CCC[C@H]4C(=O)O)c12)OC(C)(C)CC3
→ i	0%	-7%	23%	15%	13%	1%	4%	-4%
C[C@@H]1CN([C@H](C)CO)C(=O)CCCn2nncc2CO[C@@H]1CN(C)C(=O)C1CCCCC1
→ i	nt	2%	?	3%	-13%	4%	3%	-14%
COc1ccc(NC(=O)CC(C)CC(=O)NCc2ccccc2)c(OC)c1 (configuration not stated)
→ i	0%	-13%	3%	-20%	-16%	1%	17%	-28%
O=C(NC(=S)Nc1ccc(S(=O)(=O)Nc2ncccn2)cc1)c1cccc(Br)c1
→ i	4%	-30%	-1%	8%	-24%	4%	-4%	-5%
CCOc1ccccc1Nc1cc(-c2ccccc2)nc(C)n1
→ nt	nt	4%	14%	?	24%	nt	9%	i
COc1cc(C(=O)NCc2ccc(-c3nc4ccccc4s3)cc2)cc(OC)c1OC
→ i	-17%	?	-4%	?	22%	?	-4%	-58%[inhibitor]
NNC(=O)c1ccc(Cn2cc(Cl)cn2)o1
→ i	0%	9%	16%	5%	-15%	4%	8%	i
O=C(Nc1ccccc1N1CCCC1)c1ccccc1Cl
→ i	-1%	7%	29%	?	11%	-4%	-6%	-1%
O=C(Nc1cc([N+](=O)[O-])ccc1N1CCOCC1)c1cccs1
→ i	0%	-3%	4%	8%	24%	0%	5%	i
CCCc1nc2ccccc2n1Cc1ccccc1OC
→ i	1%	-16%	16%[9.22 µM]	?	5%	-11%	5%	-39%[inhibitor]
COc1ccc(CNC(=O)C[C@H]2C[C@H](C(=O)N3CCOCC3)[C@@]3(C)c4[nH]c5cc(-c6ccco6)ccc5c4CCN3C2=O)cc1OC
→ i	-4%	4%	9%	2%	?	4%	6%	-23%
COc1ccccc1N1CCN(/N=C/c2c(C)nn(-c3ccccc3)c2C)CC1
→ i	-1%	-11%	-11%	?	-12%	-10%	-6%	-32%[inhibitor]
CCOc1ccc(NC(=S)Nc2cccc3ccccc23)cc1
→ i	-6%	-13%	13%	-11%	5%	7%	?	-5%
O=C(c1ccc2c(c1)N(Cc1ccc(Cl)cc1)C(=O)c1ccccc1S2(=O)=O)N1CCC(Cc2ccccc2)CC1
→ nt	nt	-3%	9%	-19%	?	nt	0%	-40%[inhibitor]
CC(=O)c1cccc(N(C(=O)CNC(=O)c2ccco2)C(C(=O)NCC2CCCO2)c2ccccc2)c1 (configuration not stated)
→ i	0%	-10%	-14%	7%	23%	-2%	-7%	-25%
O=C(COC(=O)c1ccc(O)cc1)Nc1ccc(Cl)cc1
→ i	-1%	-10%	3%	?	-2%	11%	4%	i
O=C(CN1CCN(CC(=O)Nc2ccccc2F)CC1)Nc1cccc(F)c1
→ i	0%	-8%	-9%	8%	4%	-5%	-10%	-8%
COCCn1c(C)cc(O)c(C(c2ccc(F)cc2)N2CCN(c3ccccc3)CC2)c1=O (configuration not stated)
→ nt	nt	-7%	?	4%	15%	nt	9%	-18%
CN(CC(=O)Nc1ccc(F)cc1)C(=O)COC(=O)CN1C(=O)NC2(CCCC2)C1=O
→ i	2%	-2%	3%	-6%	19%	-6%	12%	-16%
CC(=O)N1CCc2c(sc(NC(=O)CCS(=O)(=O)c3ccc(C)cc3)c2C#N)C1
→ i	-3%	-1%	-23%	52%[activator]	8%	2%	-9%	i
O=S1(=O)c2ccccc2N(Cc2ccccc2Cl)c2ccccc21
→ nt	nt	7%	6.3µM*	18%	2%	nt	-11%	-10%
CCN1CCN(C(=O)CCc2nc3ccccc3c(=O)[nH]2)CC1
→ i	-2%	21%	-3%	-26%	-2%	0%	2%	-29%[57.5 µM]
Cc1c(NS(=O)(=O)c2cccc(C(=O)NCc3ccc(Cl)cc3)c2)c(=O)n(-c2ccccc2)n1C
→ i	0%	-15%	4%	-25%	9%	1%	0%	-16%
COc1cc(NC(=S)NC(=O)C(C)C)ccc1NC(=O)c1cc2ccccc2o1
→ i	1%	1%	7%	19%	-12%	4%	nt	i
CC(C)(/C=N/O)N(O)C=C1C=CC(=O)C=C1
→ i	-1%	-10%	6%	-21%	-3%	1%	24%	i
CSc1nnc2c(n1)OC(C)=Nc1ccccc1-2
→ i	0%	-21%	-16%	8%	34%	0%	-12%	i
Cc1cccc(NC(=O)CCNS(=O)(=O)c2cc(Br)cnc2N)c1C
→ i	-15%	-4%	-2%	?	-1%	-1%	16%	-13%
CCC1CCCCN1C(=O)c1ccc([N+](=O)[O-])o1 (configuration not stated)
→ i	-2%	-6%	6%	4%	10%	1%	-16%	-8%
Cc1ccc(N(C)C(=O)Cn2nc(Cc3ccncc3)c3ccccc3c2=O)cc1C
→ nt	nt	2%	4%	1%	10%	nt	-1%	i
Cc1cccc(CC(C)NC(=O)CCc2nnc(CCCCc3ccccc3)o2)n1 (configuration not stated)
→ i	-1%	-7%	-11%[0.397 µM]	-9%	4%	4%	1%	i
Cc1cc(C=C2C(=O)c3ccccc3C2=O)c(C)n1-c1ccccc1
→ i	-1%	-18%	-11%	0%	21%	-8%	6%	-13%[57.5 µM]
COc1cc(NC(=O)c2ccc3c(c2)OCO3)c2ncccc2c1
→ i	-4%	-3%	11%	29%	10%	11%	-8%	-7%
CCn1cc(C(=O)N[C@@H](C)C(=O)NCCCO)c(=O)c2cc3c(cc21)OCO3
→ i	-6%	-7%	-8%	18%	-27%	-9%	-13%	i
COc1ccc(OC)c(N(CC(=O)NC2CC3CCC2C3)S(=O)(=O)c2ccccc2)c1 (configuration not stated)
→ i	1%	-15%	-24%	?	14%	0%	6%	-27%
CC(=O)Nc1c2c(nn1-c1ccc(C)cc1C)CSC2
→ i	-2%	3%	-16%	-2%	12%	-6%	4%	?
Cc1ccccc1NC(=O)Cn1nnc2c(cnn2-c2ccc(F)cc2)c1=O
→ i	-3%	-1%	-6%	-14%	46%	-2%	-16%	1%[57.5 µM]
CCN1CCN(c2ccc(S(=O)(=O)N3CCCCC3)cc2NC(=O)c2ccc(C)c(C)c2)CC1
→ i	nt	2%	18%	4%	5%	7%	-13%	i
CCN(CC)C(=O)[C@H]1C[C@H](CC(=O)NCc2ccc(OC)c(OC)c2)C(=O)N2CCc3c([nH]c4cc(CCC(=O)N(C)C)ccc34)[C@]12C
→ i	3%	2%	15%	11%	5%	2%	-5%	i
O=C(Nc1ccccc1N1CCCC1)c1ccc([N+](=O)[O-])cc1Cl
→ i	1%	16%	8%	14%	-24%	1%	6%	-37%[inhibitor]

# Assay outcomes from PubChem.
